LGR2 inh: Drosophila LGR2 receptor signaling inhibition; hit rate 0.35% among 380,000; inhibition, % at 9.99 µM; HEK293 LGR2, CRE-luciferase, bursicon-stimulated, 4 h;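 active means drop in luminescence signal, shown as inhibition above about 50% in the replicate tests, limit read from the data, passing the limit was not always enough; inconclusive means probably only some replicates passing the limit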;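 further: agonist challenge used bursicon conditioned medium at about half maximal strength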
PAX8 inh HTS: inhibitors of PAX8 transcriptional activity in RMG-I cells | RMG-I TPO-luciferase reporter, SteadyGlo, 24 h | inhibition, % at 12.6 µM | hit rate 1.2% among 360,000;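 active means mean replicate inhibition at least 60% with every replicate also reaching 60%; inconclusive means only one of the two criteria is met; inactive means mean below 60% and not all replicates reaching 60%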;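 further: luciferase light reporting Pax8 driven TPO promoter activity; plate controls were median of neutral control wells for no effect and mitoxantrone controls for full effect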
FN deposit inh: fibronectin deposition inhibition; inhibition, % at 12.6 µM; AID 743247; AH1F fibroblasts, Alexa488-fibronectin deposition fluorescence, overnight; hit rate 0.086% among 350,000;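 active means mean inhibition across replicates of 30% or more, regardless of how many single replicates reach that level; inconclusive means mean under 30% yet at least half of replicates reach 30%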;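 further: positive control wells lacked labelled fibronectin entirely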
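Measured by – fluorescence 485/525 nm · System – AH1F fibroblast monolayer, labelled fibronectin deposition · Amount – 10000 cells per well · Buffer or medium – serum-reduced DMEM (2% serum) · Doses – single dose, pinned · Also added – fluorescent fibronectin at 24 nM final · Schedule – 1 h cell attachment, overnight exposure to compound and label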
miR122 inh: inhibitors of miR-122 in Huh7 cells; Huh7 miR-122 Renilla luciferase sensor, 48 h; neutral wells = 0, positive control = 100; activation (reporter increase), % at 12.5 µM; hit rate 0.3% among 340,000;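 active means mean replicate activation score at least 90 and every replicate individually at or above 90; inconclusive means only one of the two criteria met; inactive means neither criterion met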;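 further: higher luciferase means less miR-122 activity so hits act as miR-122 inhibitors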
Casp6 inh: blocks human caspase-6 cleavage activity; hit rate 0.53% among 350,000; inhibition, % at 12.5 µM; P55212; purified caspase-6, Z-VEID-R110 cleavage fluorescence;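 active means mean inhibition across replicates at least about 35%, with every replicate also reaching that limit, limit read from the data; inconclusive means only one of the two criteria met; inactive means neither criterion met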;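 further: 0% = median of neutral control wells and 100% = no fluorescence left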
Target sequence (P55212 24-179 limits assumed): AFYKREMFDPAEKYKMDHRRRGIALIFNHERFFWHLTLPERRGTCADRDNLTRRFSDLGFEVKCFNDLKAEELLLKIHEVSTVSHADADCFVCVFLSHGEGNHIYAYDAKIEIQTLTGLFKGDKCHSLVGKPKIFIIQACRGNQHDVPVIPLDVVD
Target sequence (P55212 194-293 limits assumed): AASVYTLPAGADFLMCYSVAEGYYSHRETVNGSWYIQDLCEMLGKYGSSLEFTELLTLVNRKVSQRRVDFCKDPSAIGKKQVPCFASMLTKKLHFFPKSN
PGC1a acetyl inh: PGC1a acetylation modulation, inhibitor mode; U2OS PGC1a acetylation, AlphaScreen anti-acetyl-lysine; with virally co-expressed GCN5 acetyltransferase; inhibition, % at 15.6 µM; hit rate 0.17% among 350,000; AID 651687;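 active means every replicate shows inhibition of at least 40%; inconclusive means mean inhibition at least 40% but some replicate below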;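 further: 0% = neutral control wells and 100% = positive control wells; some results beyond the cut were filed as inactive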
Cneo AK release: causes C. neoformans cell lysis; adenylate kinase release luminescence, 4 h; normalised: neutral wells 0, clomiphene wells 100; lysis activity, % at 15 µM; hit rate 0.2% among 360,000;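 active means mean lysis activity across replicates of at least 80%, whatever share of replicates individually reach that level; inactive means mean lysis activity below 80%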
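Signal: Adenylate kinase release luminescence | Assay system: Log-phase Cryptococcus neoformans yeast cells | Input: Cells at 5 × 10^6 per mL | Buffer or medium: Fresh YPD growth medium | Compound: Single dose | Schedule: Static 4 h at 37 °C with compound, 1 h detection | Controls: Clomiphene | Read-out: Luminescence rise reflecting yeast cell lysis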
EWS-Fli inh: blocks EWS/Fli oncoprotein-driven transcription. hit rate 0.67% among 350,000. A673 NR0B1-luciferase reporter, viability-normalised. inhibition, % at 12.6 µM;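 active means mean inhibition of at least 50% after viability correction, with every replicate also passing that limit; inconclusive means mean reaches 50% but only one of two replicates passes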;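 further: firefly luciferase signal divided by Alamar Blue viability fluorescence both relative to DMSO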
Numbers without * were called inactive; ? = inconclusive; . = no result given; [ ] = remark or other dose. Outcome played no part in choosing rows, and some 2.5% of all compounds hit somewhere here.

SMILES | LGR2 inh | PAX8 inh HTS | FN deposit inh | miR122 inh | Casp6 inh | PGC1a acetyl inh | Cneo AK release | EWS-Fli inh
CCN1CCN(C(c2cccs2)C(C)NC(=O)C(C)C)CC1 (configuration not stated) | 0.6 | 0.0 | 5.6 | -0.1 | 0.8 | -14.9 | -0.5 | -20.5
NC(=O)C1CCN(C2CC(=O)N(Cc3cccs3)C2=O)CC1 (configuration not stated) | -23.4 | . | . | 5.7 | -1.4 | -3.6 | 0.0 | 0.0
O=C(N/N=C/c1cccc2ccccc12)c1cccc(F)c1 | -27.2 | -99.4 | . | . | 0.8 | . | -4.2 | .
CNC[C@@H]1OCCCC[C@@H](C)Oc2ccc(NC(=O)Nc3ccccc3)cc2C(=O)N([C@H](C)CO)C[C@H]1C | -1.4 | -9.8 | . | -4.8[16.7 µM] | -8.4 | -11.0 | 1.9 | -2.1
CCOC(=O)c1c(NC(=O)COC(=O)c2c(C)noc2C)sc2c1CCC2 | . | 9.8 | 0.3 | -0.2 | . | -0.8 | -0.8 | .
CC(C)c1nc2c(s1)CCc1onc(-c3ccc(Cl)cc3)c1-2 | 3.5 | 1.8 | 1.6 | 0.8 | . | 1.7 | -2.2 | -14.0
Cn1ncc2c(Nc3cccc([N+](=O)[O-])c3)ncnc21 | -12.1 | -40.9 | 1.3 | 1.9 | -8.0 | 1.7 | -0.5 | .
COc1ccc(S(=O)(=O)NCc2ccc(F)cc2)cc1OC | . | -2.1 | -0.6 | 33.8 | 0.0 | 6.0 | 0.8 | 2.6
NN(CCO)C(=S)Nc1ccc(Cl)cc1 | -10.9 | -3.1 | . | 1.8 | 0.9 | -2.7 | -1.9 | -15.3
COc1ccc(CCNC(=O)c2cccc(S(=O)(=O)N3CCCC3)c2)cc1 | 15.2 | 0.6 | 5.4 | -1.1 | -3.0 | -7.1 | 0.1 | 7.7
Cc1nc2ccc(N)nc2nc1C | 4.5 | -1.9 | -3.6 | 7.9 | -1.4 | 7.0 | . | -0.8
O=C(COC(=O)Cc1ccc(Cl)cc1Cl)NCc1ccccc1 | 12.3 | 0.1 | 5.2 | 2.6 | -0.5 | -4.3 | 1.3 | -1.2
CCOC(=O)c1c(C)[nH]c(C(=O)CN2C(=O)NC3(CCCC3)C2=O)c1C | -15.8 | -114.9 | 10.3 | . | -1.1 | 2.7 | . | -47.8
COc1ccc(N=C2NN=C(c3c(C)[nH]c4ccccc34)CS2)cc1 | 14.6 | 23.8 | -2.7 | . | -3.2 | . | . | 13.4
O=C(CCC1CCCC1)NNC(=O)c1cccc(Cl)c1 | 7.4 | -11.6 | . | . | -0.3 | . | 2.3 | .
O=C(O)c1ccccc1SSc1ccccc1C(=O)O | -15.8 | 5.0 | 1.7 | . | 1.5 | . | -0.7 | 1.4
O=C(O)Cc1cc(=O)[nH]n(-c2ccccc2)c1=O | -2.0 | -0.1 | 2.3 | -4.6 | -4.3 | -3.1 | 1.4 | -2.3
O=C(CSc1nc2ccccc2c(=O)n1-c1ccccc1)NC(=O)CN1CCCC1=O | -29.7 | -25.5 | -3.3 | . | 28.3 | -7.6 | . | -8.4
Cc1nnc(N2C(=O)C(O)=C(C(=O)c3ccco3)C2c2cccc3ccccc23)s1 (configuration not stated) | -24.0 | 2.0 | 6.8 | 4.0 | -0.5 | 2.7 | -4.5 | 2.1
CCCN(C)C[C@@H]1OCCCC[C@@H](C)Oc2ccc(NS(=O)(=O)c3ccc(Cl)cc3)cc2C(=O)N([C@@H](C)CO)C[C@@H]1C | -5.0 | 28.6 | 9.8 | -0.9[16.7 µM] | 0.6 | -4.2 | 5.1 | -0.6
CCCCN(CCCC)Cc1ccc(C(=O)NNC(=O)Nc2ccccc2)o1 | 12.2 | 26.8 | 5.8 | -10.0 | -0.6 | -12.3 | . | -1.0
C[C@H](CO)N1C[C@H](C)[C@@H](CN(C)S(=O)(=O)c2ccc(F)cc2)Oc2ccc(NC(=O)NC3CCCCC3)cc2CC1=O | -3.8 | 5.4 | . | -9.3[16.7 µM] | 0.1 | 14.1 | -1.7 | 3.3
CCOC(=O)c1ccc(-n2c(CCC(=O)O)ccc2-c2cccs2)cc1 | -56.0 | 27.0 | 12.5 | 2.7 | 12.2 | -1.1 | -0.2 | -8.7
O=C(Cc1c[nH]c2ccccc12)N[C@@H](Cc1c[nH]c2ccccc12)C(=O)O | -4.6 | 10.2 | 4.6 | . | 1.8 | . | 0.2 | 16.5
CCOc1ccnc2c1c(=O)n(Cc1cc(OC)cc(OC)c1)c(=O)n2C | -12.9 | 25.9 | -31.1 | 2.5 | 9.6 | 13.9 | -1.0 | -34.8
Cc1nc(S/C(=C/c2ccc(-c3ccc(C(=O)O)cc3)o2)C(=O)O)n[nH]1 | 7.6 | 8.1 | 11.6 | -4.5 | 25.7 | 10.0 | -2.2 | -4.9
CCNC(=O)[C@@H]1[C@@H](CO)[C@@H]2Cn3c(ccc(-c4ccccc4)c3=O)[C@@H]2N1C(=O)Cc1cccnc1 | -0.6 | 7.2 | . | -2.9[16.7 µM] | -3.6 | . | -0.6 | -0.6
COc1ccc(Cn2c(-c3ccc(C)cc3)nc3c(c(=O)c4ccccc4n3C)c2=O)cc1 | . | 3.9 | 1.6 | . | 3.5 | . | . | 1.6
Cc1ccc(S(=O)(=O)CCC(=O)Nc2nc(-c3ccncc3)cs2)cc1 | 0.3 | 20.0 | -2.7 | -2.1 | . | -8.7 | -6.0 | -2.3
CNC[C@H]1OCCCC[C@H](C)Oc2ccc(NC(=O)Nc3ccccc3)cc2C(=O)N([C@@H](C)CO)C[C@@H]1C | 9.6 | 0.9 | . | 10.5[16.7 µM] | 1.2 | 13.0 | -2.3 | -0.1
CN(C)CC#Cc1ccc([C@@H]2[C@@H](CO)N3C(=O)CN(C(=O)CN(C)C)C[C@H]23)cc1 | 3.2 | . | -1.8 | . | -123.8 | 13.0 | . | 7.1
O=C(COC(=O)/C=C/c1ccccc1)NCc1ccccc1Cl | -10.8 | -9.9 | 4.1 | 0.6 | -0.8 | . | -0.5 | -1.2
CC(=O)Nc1cccc(-c2ccnc3c2CC(C)(C(=O)NCc2ccccc2)O3)c1 (configuration not stated) | -7.8 | 45.1 | 3.1 | 55.3 | 1.8 | -4.2 | 2.9 | 56.4*
Cn1c(NCc2ccco2)nc2c1c(=O)n(Cc1ccc(Cl)cc1)c(=O)n2C | 5.6 | . | . | -0.6 | . | -2.4 | -10.6 | .
C[C@@H]1CN([C@H](C)CO)C(=O)c2cc(NC(=O)CCC(F)(F)F)ccc2O[C@@H](C)CCCCO[C@@H]1CN(C)Cc1ccccc1 | 22.9 | 50.3 | -1.7 | 5.8[16.7 µM] | -3.4 | 3.0 | -1.5 | 14.6
CN(C)c1ccc(C(CNS(=O)(=O)c2ccc3ccccc3c2)N2CCOCC2)cc1 (configuration not stated) | -3.5 | -10.4 | 2.3 | . | 2.0 | . | -4.0 | -3.0
CCOc1c(CNc2nnnn2C)cccc1OC | -6.6 | -4.9 | 8.5 | -3.7 | . | 1.9 | -3.1 | 5.1
C[C@H]1CN([C@@H](C)CO)C(=O)c2cc(NC(=O)Nc3ccccc3)ccc2O[C@H]1CN(C)Cc1ccc(-c2ccccc2)cc1 | ? | 7.8 | . | -6.6[16.7 µM] | 1.0 | 8.3 | 1.7 | 15.1
CC1C(=O)N(Cc2cn(CC3CCCCC3)nn2)CCS(=O)(=O)N1Cc1ccc(-c2ccccc2)cc1 (configuration not stated) | 35.0 | 6.7 | . | 1.1 | -1.4 | . | 1.1 | 2.1
O=C(c1cnccn1)N(Cc1ccco1)C1(C(=O)NC2CCCC2)CCCCC1 | . | -7.1 | -8.1 | 9.0 | . | -5.4 | -2.6 | .
CCCCC(CC)CNC(=O)C(=O)C1C(=O)Nc2ccccc21 (configuration not stated) | -14.8 | 11.5 | 3.5 | . | 4.6 | 2.1 | . | -0.1
Fc1ccc(-c2csc3ncnc(N4CCN(c5ccccc5)CC4)c23)cc1 | 13.9 | 10.4 | -0.2 | . | -3.1 | . | -2.8 | 9.1
COc1ccc(N2CCN(C(=O)Cc3ccc(-n4c(=O)[nH]c5ccccc5c4=O)cc3)CC2)cc1 | . | . | -0.7 | -4.6 | . | -9.3 | 1.6 | .
CCn1nnc(NC(=O)COc2ccc([N+](=O)[O-])cc2)n1 | 2.5 | -2.7 | -1.6 | -1.8 | 2.9 | 2.8 | . | -6.3
CCN(CC)S(=O)(=O)c1cccc(NC(=O)c2ccc(-n3nc(C)cc3C)cc2)c1 | 33.1 | -3.2 | -4.0 | -8.5 | . | . | 0.0 | .

Entries of single compounds as entered above. Screens in order: LGR2 inh	PAX8 inh HTS	FN deposit inh	miR122 inh	Casp6 inh	PGC1a acetyl inh	Cneo AK release	EWS-Fli inh
Shown for Fc1ccc(-c2csc3ncnc(N4CCN(c5ccccc5)CC4)c23)cc1 = 13.9	10.4	-0.2	.	-3.1	.	-2.8	9.1
Shown for C[C@@H]1CN([C@H](C)CO)C(=O)c2cc(NC(=O)CCC(F)(F)F)ccc2O[C@@H](C)CCCCO[C@@H]1CN(C)Cc1ccccc1 = 22.9	50.3	-1.7	5.8[16.7 µM]	-3.4	3.0	-1.5	14.6

Next section:
SMILES | LGR2 inh | PAX8 inh HTS | FN deposit inh | miR122 inh | Casp6 inh | PGC1a acetyl inh | Cneo AK release | EWS-Fli inh
O=C(C[C@@H]1C[C@@H]2c3cc(NC(=O)C4CCC4)ccc3O[C@@H]2[C@@H](CO)O1)NC1CCCCC1 | -7.6 | -2.4 | -3.0 | -1.4[16.7 µM] | -2.1 | -2.4 | -3.1 | -0.1
Cc1cccnc1CN1CCN(C(=O)c2cc(COc3ccc4ncccc4c3)on2)CC1 | 10.8 | 0.6 | -1.0 | . | -3.5 | 4.7 | . | 4.0
CCOc1ccc(NC(=O)CSc2nnc(Cc3ccccc3)c(=O)n2N)cc1 | -2.2 | -5.2 | -3.1 | 8.9 | -2.2 | -3.1 | -1.7 | 5.4
CCC(=O)N(C)C[C@@H]1Oc2ncc(-c3ccccc3F)cc2C(=O)N([C@H](C)CO)C[C@H]1C | -4.4 | . | -4.8 | -1.9[16.7 µM] | 0.8 | -6.5 | -0.9 | 1.6
COc1ccc(Cl)cc1S(=O)(=O)n1ccnc1 | -3.4 | -12.0 | -12.7 | . | -1.0 | . | -0.6 | -0.4
O=C(NCCCn1ccnc1)/C(=C/c1ccccc1)NC(=O)c1ccccc1 | 20.3 | -9.3 | 5.7 | 11.5 | -8.7 | -2.2 | . | 4.7
COc1ccc(C#Cc2ccc([C@@H]3[C@H]4CN(Cc5ccncc5)CCCCN4[C@H]3CO)cc2)cc1 | -45.1 | -77.8 | . | -0.3[16.7 µM] | -1.7 | -2.1 | 0.8 | -8.0
CCc1ccc(S(=O)(=O)Nc2nccs2)cc1 | 13.1 | 1.5 | 8.4 | . | 3.7 | . | -1.6 | -2.2
CN1C(=O)c2cc(NC(=O)C3CCCCC3)ccc2OC[C@@H]2O[C@@H](CC(=O)NCc3ccccc3F)CC[C@@H]21 | -17.7 | 3.4 | -20.3 | 0.0[16.7 µM] | -0.3 | 0.1 | -2.1 | 9.2
COc1cccc(NC(=O)COC(=O)c2sccc2C)c1 | -115.3 | -186.1 | 0.1 | -7.9 | -1.2 | -2.6 | 4.3 | -89.4
O=[N+]([O-])c1ccc(OCCn2cncn2)cc1 | -7.0 | -46.6 | -4.9 | . | -0.7 | . | . | 4.6

Compound activity as filed in PubChem BioAssay.
